Assay outcomes as filed in PubChem.
Pf Dd2 inh: inhibitors of Plasmodium falciparum Dd2 growth | P. falciparum Dd2 growth, SYBR Green, 72 h; hits give low values | activity change, % at 10 µM | 2.3% of 94,000 active | AID 1159554; in the data active = activity change below about -80%
Tcruzi prolif: blocks T. cruzi growth in NIH3T3 culture; 5.9% of 77,000 active; T. cruzi beta-gal in NIH3T3, GalScreen luminescence, 90 h; inhibition, % at 8.34 µM;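 active = mean inhibition above about 93%, with at least 55% of replicates each passing it, limit read from the data, passing the limit was not always enough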
C diff HTS: blocks growth of Clostridium difficile; 0.25% of 86,000 active; Clostridium difficile clinical isolate growth, OD600, 24 h; hits give low values; AID 1259249; growth activity, negative = inhibition, % at 16 µg/mL (by protocol);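 active = mean growth activity at or below -80% and every replicate also at or below -80%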;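 note: 0% = DMSO wells and -100% = levofloxacin 16 µg/mL wells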
KDM4C inh: blocks human GASC-1 (KDM4C) demethylase activity | Q9H3R0 | GST-KDM4C 2-372, H3K9me3 peptide, LANCE TR-FRET | inhibition, % at 12.5 µM | 0.15% of 96,000 active | AID 720574;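 active = mean replicate inhibition above about 25%, with at least 55% of replicates also reaching it, limit read from the data, passing the limit was not always enough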
Target sequence (Q9H3R0 2-372 limits assumed): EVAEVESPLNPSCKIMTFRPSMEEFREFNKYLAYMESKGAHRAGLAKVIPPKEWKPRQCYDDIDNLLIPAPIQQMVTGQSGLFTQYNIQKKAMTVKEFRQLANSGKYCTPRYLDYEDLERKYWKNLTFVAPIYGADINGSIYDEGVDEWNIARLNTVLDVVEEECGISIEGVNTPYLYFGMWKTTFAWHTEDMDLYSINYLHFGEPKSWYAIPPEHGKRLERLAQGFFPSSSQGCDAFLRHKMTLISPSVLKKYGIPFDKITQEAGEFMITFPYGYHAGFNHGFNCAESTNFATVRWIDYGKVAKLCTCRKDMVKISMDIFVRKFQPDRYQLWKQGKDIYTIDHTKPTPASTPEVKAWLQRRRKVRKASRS
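material = GST-tagged GASC-1 (JMJD2C) catalytic fragment, aa 2-372 | amount = enzyme final amount 10 nM | medium = HEPES buffer, pH 7.5, plus ascorbate | also added = H3K9me3 peptide substrate, Fe(II), 2-oxoglutarate | dosing = single dose | times = 30 min demethylation and 1 h detection at room temperature | detection = LANCE TR-FRET | read-out basis = Fall in 671/618 emission ratio as inhibition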
* = called active by the depositor; . = not tested or not shown; & = joins results of further samples.

SMILES	Pf Dd2 inh	Tcruzi prolif	C diff HTS	KDM4C inh
C[C@H]1CN([C@@H](C)CO)C(=O)Cc2cc(NC(=O)CCC(F)(F)F)ccc2O[C@@H]1CN(C)Cc1ccc(-c2ccccc2)cc1	-21	64	17	-1.3
C[C@@H]1CCCCO[C@H](CN(C)C(=O)Cc2ccccc2)[C@H](C)CN([C@@H](C)CO)C(=O)c2cc(NC(=O)Nc3ccc4c(c3)OCO4)ccc2O1	-74	7	3	-0.8
CC(=O)N1[C@H](CO)[C@H](c2ccc(-c3ccccc3)cc2)[C@@H]1CNC(=O)NC(C)C	-8	.	-1	-1.0
CNC(=O)C[C@@H]1CC[C@H]2[C@H](COc3ccc(NS(=O)(=O)c4cccc(F)c4)cc3C(=O)N2C)O1	2	-13	-5	-1.7
C[C@@H]1CN([C@@H](C)CO)C(=O)Cc2cc(NC(=O)CCC(F)(F)F)ccc2O[C@H]1CN(C)Cc1ccc(-c2ccccc2)cc1	-31	25	38	-2.6
O=C(C[C@H]1CC[C@@H]2[C@H](COC[C@@H](O)CN2C(=O)Cc2ccccc2)O1)NC1Cc2ccccc2C1	-26	11	-1&-5	-0.5
C[C@@H]1CN([C@@H](C)CO)C(=O)c2cc(NC(=O)C3CC3)ccc2O[C@@H]1CN(C)Cc1ccccc1	15	-17	1	7.1
O=C(C[C@@H]1CC[C@H]2[C@@H](COC[C@H](O)CN2Cc2cccc(C(F)(F)F)c2)O1)NCCc1ccncc1	-36	8	-3&-12	1.4
CO[C@@H]1CN(C)C(=O)c2ccc(NC(=O)c3nc4ccccc4s3)cc2OC[C@@H](C)NC[C@@H]1C	-75	-71	.	-2.7
O=C(C[C@@H]1CC[C@@H]2[C@H](COC[C@@H](O)CN2Cc2ccccc2F)O1)NC1CCC1	.	68	1&-11	0.1
COc1ccc(NC(=O)Nc2ccc3c(c2)C(=O)N([C@H](C)CO)C[C@H](C)[C@H](CN(C)S(=O)(=O)c2cccs2)OCCCC[C@H](C)O3)cc1	-27	103*	-5	0.1
C[C@@H]1CN([C@H](C)CO)C(=O)c2cccc(NS(=O)(=O)c3ccc(F)cc3)c2O[C@H]1CN(C)CC1CC1	27	-10	4	0.3
C[C@@H]1CN([C@H](C)CO)C(=O)c2cccc(NC(=O)c3cnccn3)c2O[C@H]1CN(C)S(=O)(=O)c1ccc(Cl)cc1	-2	-81	-4	-1.1
C[C@@H]1CN([C@@H](C)CO)C(=O)c2cc(-c3cccnc3)cnc2O[C@@H]1CN(C)C(=O)C1CCOCC1	19	-27	0	0.2
COc1cccc(C(=O)Nc2ccc3c(c2)C(=O)N(C)[C@@H]2CC[C@H](CC(=O)N[C@@H](C)c4ccccc4)O[C@@H]2CO3)c1	-9	-1	-5	3.7
C[C@@H]1CN([C@@H](C)CO)C(=O)c2cc(N(C)C)ccc2O[C@@H](C)CCCCO[C@@H]1CN(C)C(=O)Nc1ccc(C(F)(F)F)cc1	-49	42	2	-2.1
C[C@H]1CN([C@@H](C)CO)C(=O)c2c(c3ccccc3n2C)-c2ccccc2CO[C@@H]1CN(C)Cc1cccc(C(F)(F)F)c1	-82*	.	13	-7.9
C[C@H](CO)N1C[C@H](C)[C@H](CN(C)C(=O)Cc2cccnc2)Oc2ncc(Br)cc2C1=O	16	64	-1	-0.7
CNC[C@@H]1Oc2ncc(Br)cc2C(=O)N([C@H](C)CO)C[C@H]1C	26	.	.	-0.1
C[C@H](CO)N1C[C@H](C)[C@H](CN(C)S(=O)(=O)c2ccccc2)Oc2ccc(NC(=O)Nc3ccccc3)cc2C1=O	22	1	11	-0.9

Given with bars between the fields: part of the list above
SMILES | Pf Dd2 inh | Tcruzi prolif | C diff HTS | KDM4C inh
CNC(=O)C[C@@H]1CC[C@H]2[C@H](COc3ccc(NS(=O)(=O)c4cccc(F)c4)cc3C(=O)N2C)O1 | 2 | -13 | -5 | -1.7
C[C@@H]1CN([C@@H](C)CO)C(=O)Cc2cc(NC(=O)CCC(F)(F)F)ccc2O[C@H]1CN(C)Cc1ccc(-c2ccccc2)cc1 | -31 | 25 | 38 | -2.6
O=C(C[C@H]1CC[C@@H]2[C@H](COC[C@@H](O)CN2C(=O)Cc2ccccc2)O1)NC1Cc2ccccc2C1 | -26 | 11 | -1&-5 | -0.5
C[C@@H]1CN([C@@H](C)CO)C(=O)c2cc(NC(=O)C3CC3)ccc2O[C@@H]1CN(C)Cc1ccccc1 | 15 | -17 | 1 | 7.1
O=C(C[C@@H]1CC[C@H]2[C@@H](COC[C@H](O)CN2Cc2cccc(C(F)(F)F)c2)O1)NCCc1ccncc1 | -36 | 8 | -3&-12 | 1.4
CO[C@@H]1CN(C)C(=O)c2ccc(NC(=O)c3nc4ccccc4s3)cc2OC[C@@H](C)NC[C@@H]1C | -75 | -71 | . | -2.7
O=C(C[C@@H]1CC[C@@H]2[C@H](COC[C@@H](O)CN2Cc2ccccc2F)O1)NC1CCC1 | . | 68 | 1&-11 | 0.1
COc1ccc(NC(=O)Nc2ccc3c(c2)C(=O)N([C@H](C)CO)C[C@H](C)[C@H](CN(C)S(=O)(=O)c2cccs2)OCCCC[C@H](C)O3)cc1 | -27 | 103* | -5 | 0.1
C[C@@H]1CN([C@H](C)CO)C(=O)c2cccc(NS(=O)(=O)c3ccc(F)cc3)c2O[C@H]1CN(C)CC1CC1 | 27 | -10 | 4 | 0.3

More records:
SMILES	Pf Dd2 inh	Tcruzi prolif	C diff HTS	KDM4C inh
C[C@H](CO)N1C[C@H](C)[C@@H](CN(C)Cc2ccc(Oc3ccccc3)cc2)Oc2c(NC(=O)C3CC3)cccc2C1=O	-62	74	-29	0.7
C[C@@H]1CN([C@@H](C)CO)C(=O)Cc2cc(NC(=O)C3CCCCC3)ccc2O[C@@H]1CN(C)C	-8	16	-1	-0.5
Cc1noc(C)c1NC(=O)N(C)C[C@@H]1Oc2ccc(NC(=O)Nc3ccccc3)cc2CC(=O)N([C@H](C)CO)C[C@H]1C	41	-14	-4	-0.3
O=C(C[C@H]1CC[C@@H]2[C@H](COC[C@H](O)CN2C(=O)c2ccc(F)cc2)O1)NCCCN1CCOCC1	-1	-30	.	0.4
C[C@H](CO)N1C[C@H](C)[C@@H](CN(C)CC2CCCCC2)Oc2ccc(NC(=O)c3ccncc3)cc2CC1=O	-33	-53	-5	-1.3
CO[C@@H]1CN(C)C(=O)c2cc(NC(=O)c3cccc(F)c3)ccc2OC[C@H](C)N(C)C[C@@H]1C	1	13	.	5.7
COc1ccc(NC(=O)N(C)C[C@@H]2Oc3ccc(NC(=O)Nc4ccccc4)cc3CC(=O)N([C@H](C)CO)C[C@H]2C)cc1	13	3	2	-0.9
Cc1noc(C)c1NC(=O)N1C[C@H](O)COC[C@@H]2O[C@H](CC(=O)NCC3CCCCC3)CC[C@H]21	11	22	5	0.3
C[C@H](CO)N1C[C@H](C)[C@@H](CN(C)Cc2ccncc2)Oc2c(NC(=O)c3ccc(-c4nccs4)cc3)cccc2C1=O	-11	.	20&10	-1.3
O=C(C[C@@H]1CC[C@@H]2[C@H](COC[C@@H](O)CN2Cc2cccc(C(F)(F)F)c2)O1)NCCc1ccncc1	-3	29	-1&-4	-0.1
C[C@@H]1CN([C@@H](C)CO)S(=O)(=O)c2ccc(C#C[C@@H](C)O)cc2O[C@H]1CN(C)CC1CCOCC1	-14	56	-1	.
CN1C(=O)c2cc(NC(=O)Cc3cccs3)ccc2OC[C@H]2O[C@H](CC(=O)O)CC[C@H]21	5	-37	3	8.4
CN1CCN(C(=O)C[C@@H]2CC[C@H]3[C@@H](COC[C@H](O)CN3Cc3ccc(Oc4ccccc4)cc3)O2)CC1	-10	-20	.	4.4
CCN1[C@H](C(=O)NCC2CC2)[C@@H](CO)[C@@H]2Cn3c(ccc(-c4ccccc4OC)c3=O)[C@@H]21	4	1	-2	2.8
COCC#Cc1ccc2c(c1)O[C@H](CN(C)S(=O)(=O)c1cccc(F)c1)[C@H](C)CN([C@@H](C)CO)S2(=O)=O	-69	42	6	-2.2
CO[C@@H]1CN(C)C(=O)c2cc(NC(=O)Nc3c(C)noc3C)ccc2OC[C@H](C)N(CCC(F)(F)F)C[C@@H]1C	1	14	.	-0.8
C[C@H]1CN([C@@H](C)CO)S(=O)(=O)c2ccc(C#CC3(O)CCCC3)cc2O[C@H]1CN(C)C(=O)c1ccncc1	-3	-4	2	-0.9
COc1ccc2c3c([nH]c2c1)[C@@H](CO)N(C(=O)Nc1ccc(F)cc1)CC31CCN(C(=O)Cc2ccncc2)CC1	-76	.	7	0.4
CO[C@H]1CN(C)C(=O)c2cc(NC(=O)CC(F)(F)F)ccc2OC[C@H](C)N(C(=O)c2ccccc2F)C[C@@H]1C	16	.	-6	-0.1
CC(C)NC(=O)N(C)C[C@H]1OCc2cn(nn2)CCCC(=O)N([C@H](C)CO)C[C@@H]1C	13	-37	3	.
CCC(=O)N1C[C@H](C)[C@@H](OC)CN(C)C(=O)c2cc(NC(=O)Nc3ccccc3)ccc2OC[C@@H]1C	-43	-10	.	0.4
C[C@@H]1CCCCO[C@@H](CN(C)S(=O)(=O)c2cn(C)cn2)[C@@H](C)CN([C@@H](C)CO)C(=O)c2cc(NS(=O)(=O)c3ccc(Cl)cc3)ccc2O1	0	-15	15	-1.4
C[C@H](O)C#Cc1cnc2c(c1)C(=O)N([C@H](C)CO)C[C@@H](C)[C@H](CN(C)C(=O)c1ccc(F)cc1)O2	-2	.	-2	-0.3
OC[C@@H]1Nc2ccc(-c3ccc(F)cc3)cc2[C@@H]2[C@H]1CCN2Cc1ccc(F)cc1	-74	23	23	0.9
COc1ccc(S(=O)(=O)Nc2cccc3c2O[C@@H](CN(C)Cc2ccc(Oc4ccccc4)cc2)[C@@H](C)CN([C@H](C)CO)C3=O)cc1	-7	71	22	-0.8
CCC(=O)N(C)C[C@@H]1Oc2ncc(C#CC3(O)CCCC3)cc2C(=O)N([C@H](C)CO)C[C@H]1C	46	-28	-1	-0.1
COCC(=O)Nc1ccc2c(c1)OC[C@@H](C)N(C(=O)C1CCCC1)C[C@@H](C)[C@H](OC)CN(C)C2=O	16	-63	2	-0.5
CCC(=O)N1C[C@H](C)[C@@H](OC)CN(C)C(=O)c2ccc(NC(=O)Nc3cccc(F)c3)cc2OC[C@@H]1C	-40	4	-11	-1.0
CCCN(C)C[C@H]1OCCCC[C@@H](C)Oc2ccc(NC(=O)CCCN(C)C)cc2C(=O)N([C@H](C)CO)C[C@@H]1C	.	-22	-1	3.1
CC(C)NC(=O)Nc1ccc2c(c1)C(=O)N([C@@H](C)CO)C[C@@H](C)[C@@H](CN(C)CC1CCCCC1)O2	-5	-16	-1	0.1
COc1ccc(-c2cnc3c(c2)C(=O)N([C@@H](C)CO)C[C@H](C)[C@@H](CN(C)Cc2ccccn2)O3)cc1	-4	30	5	-0.1
CC(=O)N1CC(=O)N2[C@H](CO)[C@H](c3ccc(-c4ccc(C)cc4)cc3)[C@@H]2C1	15	.	53	0.4
C[C@H]1CN([C@@H](C)CO)C(=O)c2cc(NC(=O)c3ccncc3)ccc2O[C@@H]1CN(C)C(=O)Nc1cccc2ccccc12	-9	-7	0	2.1
COCC(=O)N1CC2(CN(C(C)=O)C2)c2c([nH]c3cc(OC)ccc23)[C@@H]1CO	-6	.	4	0.6
CCOC(=O)N(C)C[C@H]1OCc2cn(nn2)CCCC(=O)N([C@H](C)CO)C[C@@H]1C	12	-10	.	0.5
Cc1cccc(S(=O)(=O)N(C)C[C@@H]2OCc3cn(nn3)CCCC(=O)N([C@H](C)CO)C[C@@H]2C)c1	-4	-8	.	0.4
C[C@@H]1CN([C@@H](C)CO)C(=O)c2cc(NC(=O)C3CC3)ccc2O[C@H]1CN(C)Cc1ccc2c(c1)OCO2	-3	5	.	0.6
Cc1ccc(S(=O)(=O)N[C@H]2C=C[C@@H](CC(=O)NCCCN(C)C)O[C@H]2CO)cc1	3	-15	1	0.7
C[C@H]1CN([C@@H](C)CO)C(=O)c2cccc(NC(=O)c3cnccn3)c2O[C@@H]1CN(C)Cc1ccc(C(=O)Nc2ccccc2N)cc1	-94*	102*	-6	0.3
COc1ccc(CN(C)C[C@H]2Oc3ccc(NC(=O)C4CCCCC4)cc3C(=O)N([C@H](C)CO)C[C@H]2C)cc1	21	1	0	-3.2
O=C(C[C@@H]1CC[C@@H]2[C@H](COC[C@@H](O)CN2C(=O)c2ccccc2)O1)Nc1ccccc1	-6	.	0&-2	0.5
CCCNC(=O)C[C@@H]1CC[C@@H]2[C@@H](COc3ccc(NC(=O)COC)cc3C(=O)N2C)O1	4	34	5	2.4
Cc1ccc(S(=O)(=O)Nc2ccc3c(c2)C(=O)N([C@H](C)CO)C[C@H](C)[C@H](CN(C)Cc2ccc(C(F)(F)F)cc2)OCCCC[C@@H](C)O3)cc1	12	.	15	-0.7
Cc1ccccc1-c1ccc2c(c1)O[C@H](CN(C)C(=O)Nc1ccc(C(F)(F)F)cc1)[C@@H](C)CN([C@H](C)CO)S2(=O)=O	-45	96	13	-2.3
CO[C@H]1CN(C)C(=O)c2ccc(NC(C)=O)cc2OC[C@H](C)N(Cc2nccs2)C[C@@H]1C	43	.	0	0.1
CCCC(=O)Nc1ccc2c(c1)C(=O)N(C)[C@H]1CC[C@@H](CC(=O)OC)O[C@@H]1CO2	8	12	14	0.4
COc1ccc(-c2ccccc2[C@@H]2[C@@H](C#N)N(C(=O)C3CCC3)[C@H]2CO)cc1	-15	.	-10	-0.8
